MsrA inh: bovine MsrA enzyme inhibitors, primary screen, biochemical, absorbance, HTS; Methionine sulfoxide reductase A (Bos taurus); purified bovine MsrA, absorbance read-out; inhibition, % at 15.5 µM; 360,000 tested, 0.75% active; in the data active = inhibition above about 4.5%;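 note: 0% = vehicle wells with enzyme and 100% = reference inhibitor wells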
Rpn11 inh: Rpn11 (PSMD14) deubiquitinase inhibitors, primary screen, biochemical, fluorescence polarization, uHTS; 360,000 tested, 0.59% active; human 26S proteasome, Ub4-pepOG fluorescence polarization; 20S core pre-blocked with epoxomicin; 26S proteasome non-ATPase regulatory subunit 14 (Homo sapiens), O00487; AID 588493, 2011; calls only at 20 µM;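 active = inhibition at 20 µM, scaled to each plate's controls, above about 33%, limit read from the data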
LMPTP inh: LMPTP phosphatase inhibitors, primary screen, biochemical, fluorescence intensity, uHTS; recombinant LMPTP-A, OMFP fluorogenic substrate; AID 651560, 2012; Low molecular weight phosphotyrosine protein phosphatase (Homo sapiens), P24666; 360,000 tested, 0.22% active; inhibition, % at 20 µM;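 active = compounds that cut the enzyme signal by at least half of the control window in the single-dose screen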;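 note: plate controls were DMSO wells with enzyme plus substrate for no effect and substrate without enzyme for full effect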
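Test system – LMPTP-A phosphatase enzyme · Quantity – 0.625 nM LMPTP-A final · Reagent – OMFP substrate, 400 µM final · Dosing – one test concentration per compound, 20 µM, with 3% DMSO overall · Timing – 50 min enzyme reaction at room temperature, protected from light · Detection – fluorescence intensity · Controls – substrate-only low control, DMSO enzyme-plus-substrate high control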
DNMT1 inh: human DNMT1 methyltransferase inhibitors, primary screen, biochemical, molecular beacon, fluorescence, HinP1I cleavage, uHTS | 360,000 tested, 0.83% active | inhibition (reported as % activation of signal), % at 10 µM; in the data active = inhibition above about 50%
Target sequence (P26358 504-1616 limits assumed): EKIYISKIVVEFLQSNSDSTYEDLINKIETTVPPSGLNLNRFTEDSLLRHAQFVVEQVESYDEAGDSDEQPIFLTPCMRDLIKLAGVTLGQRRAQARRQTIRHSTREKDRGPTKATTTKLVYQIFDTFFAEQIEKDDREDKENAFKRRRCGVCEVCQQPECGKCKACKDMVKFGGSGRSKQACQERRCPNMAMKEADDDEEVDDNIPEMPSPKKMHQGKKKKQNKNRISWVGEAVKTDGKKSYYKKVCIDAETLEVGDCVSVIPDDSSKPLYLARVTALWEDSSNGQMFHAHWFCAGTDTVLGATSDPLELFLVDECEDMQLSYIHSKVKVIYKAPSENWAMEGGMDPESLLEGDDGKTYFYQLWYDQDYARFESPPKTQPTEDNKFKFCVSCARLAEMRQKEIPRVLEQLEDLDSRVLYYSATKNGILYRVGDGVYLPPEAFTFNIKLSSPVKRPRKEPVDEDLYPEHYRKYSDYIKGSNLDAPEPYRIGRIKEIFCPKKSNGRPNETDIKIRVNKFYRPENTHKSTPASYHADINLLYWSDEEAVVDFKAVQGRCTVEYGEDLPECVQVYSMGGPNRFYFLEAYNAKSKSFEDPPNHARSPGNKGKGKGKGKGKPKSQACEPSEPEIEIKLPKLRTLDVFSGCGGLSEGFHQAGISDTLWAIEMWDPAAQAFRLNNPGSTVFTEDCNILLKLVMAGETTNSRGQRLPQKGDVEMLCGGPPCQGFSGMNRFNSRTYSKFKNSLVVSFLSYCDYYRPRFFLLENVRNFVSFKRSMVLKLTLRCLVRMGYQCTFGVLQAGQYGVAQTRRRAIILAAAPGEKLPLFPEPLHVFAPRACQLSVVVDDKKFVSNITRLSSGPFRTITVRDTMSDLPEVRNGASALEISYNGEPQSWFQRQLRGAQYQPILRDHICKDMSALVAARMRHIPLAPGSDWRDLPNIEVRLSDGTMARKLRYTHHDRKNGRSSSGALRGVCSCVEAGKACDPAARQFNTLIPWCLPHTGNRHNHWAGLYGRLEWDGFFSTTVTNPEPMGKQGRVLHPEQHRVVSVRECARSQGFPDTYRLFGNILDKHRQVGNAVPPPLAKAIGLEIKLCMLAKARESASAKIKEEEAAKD
SUMO1-SIM PPI: modulators of SUMO1 protein-protein interactions, primary screen, biochemical, uHTS; SUMO1 binding to a labelled peptide, TR-FRET, 1 h; 360,000 tested, 0.33% active; inhibition, % at 20 µM; Small ubiquitin-related modifier 1 (Homo sapiens), P63165; in the data active = inhibition above about 37%
Scp-1 inhibitor: Scp-1 phosphatase inhibitors, primary screen, biochemical, colorimetric, uHTS. inhibition, % at 20 µM. Carboxy-terminal domain RNA polymerase II polypeptide A small phosphatase 1 (Homo …. Recombinant Scp1, phosphopeptide, malachite green phosphate absorbance. 340,000 tested, 0.88% active;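 active = inhibition above about 50% at 20 µM, limit read from the data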;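 note: plate controls were DMSO wells with enzyme for no effect and wells lacking enzyme for full effect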
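Material: truncated SCP-1 phosphatase (76-261aa) / Buffer or medium: 50 mM Tris acetate pH 5.5, 0.005% Tween-20, 10 mM MgCl2 / Compound dosing: one concentration, 20 µM, with 1.0% DMSO / Incubation: 45 min room-temperature reaction, 5 min colour, 30 min stabiliser / Detection: colorimetric free-phosphate detection, absorbance 630 nm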
CSN inh: inhibitors of CSN-mediated cullin deneddylation, primary screen, biochemical, fluorescence polarization, uHTS. Purified CSN, SCF-Nedd8-OG deneddylation. inhibition, % at 12.5 µM. 360,000 tested, 0.38% active. AID 651999, 2013;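 active = pattern-corrected inhibition above about 35%, with an unprinted fluorescence ratio check between 0.5 and 1.5, limit read from the data, passing the limit was not always enough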;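 note: 0% = enzyme with substrate and 100% = substrate without enzyme; some results filed as inactive read as strong as hits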
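Assay system: HEK293T-derived human Csn5 enzyme; quantity: 0.24 nM enzyme; medium: Tris/NaCl/DTT buffer, pH 7.5; also added: substrate SCFSkp2-Nedd8OG, 10 nM; doses: 12.5 µM compound; schedule: 90 min reaction at room temperature; signal: FP; read-out: % inhibition of substrate cleavage by Csn5; benchmarks: substrate-only high control, full reaction low control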
NadD inh: inhibitors of S. aureus NadD, primary screen, biochemical, colorimetric, uHTS; AID 602399, 2012; inhibition, % at 20 µM; 360,000 tested, 0.78% active; purified NadD enzyme, colorimetric absorbance read-out; in the data active = inhibition above about 26%; note: some compounds past the cut are filed as inactive
Tb MetRS inh: T. brucei MetRS inhibitors, primary screen, biochemical, luminescence; methionyl-tRNA synthetase (Trypanosoma brucei brucei); purified T. brucei MetRS, ATP depletion, Kinase-Glo luminescence; inhibition, % at 11.9 µM; 360,000 tested, 0.4% active;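 active = inhibition above a per-plate cutoff of the control wells' mean inhibition plus 3 SD, cut at about 5.5% in these data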;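 note: 0% = DMSO wells median and 100% = median of wells with control inhibitor compound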
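System: purified T. brucei MetRS enzyme / Detection: Kinase-Glo luciferase luminescence reporting remaining unconsumed ATP / Medium: HEPES buffer with MgCl2, KCl, DTT, spermine, BSA, pyrophosphatase / Replication: singlicate, one well per compound / Evaluation: percent inhibition relative to median high and low control wells / Schedule: 2 h aminoacylation at 25 °C after 15 min preincubation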
STEP block: STEP phosphatase inhibitors, primary screen, biochemical, fluorescence intensity, uHTS. recombinant STEP, OMFP fluorogenic substrate. inhibition, % at 20 µM. Tyrosine-protein phosphatase non-receptor type 5 (Homo sapiens), P54829. 360,000 tested, 0.25% active;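 active = inhibition at 20 µM, scaled per plate between control wells, above about 37%, limit read from the data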;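 note: 0% = DMSO with enzyme and substrate and 100% = substrate only without enzyme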
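Also added – OMFP at 25 µM · Test system – STEP tyrosine phosphatase · Technique – FITC-channel fluorescence of OMFP product · Schedule – 20 min at room temperature, dark · Evaluation – control-normalized % inhibition with plate pattern correction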
Starred values were filed as active, the others as inactive; i = inactive; · = no result given.

molecule,MsrA inh,Rpn11 inh,LMPTP inh,DNMT1 inh,SUMO1-SIM PPI,Scp-1 inhibitor,CSN inh,NadD inh,Tb MetRS inh,STEP block
COc1ccc(/C(N)=N/OC(=O)Cc2ccccc2[N+](=O)[O-])cc1,0.1,i,-0.3,5,-4,-1,1,-6,-0.2,1
O=C(NN=Cc1ccccc1OC(F)F)c1cccc(S(=O)(=O)N2CCCC2)c1,0.0,i,1.3,-2,0,-3,4,4,-0.1,-1
COc1ccc(-c2cc(C(=O)N3CCN(S(=O)(=O)c4ccc(C)cc4)CC3)[nH]n2)cc1,0.8,i,-0.2,2,-2,3,-6,7,-0.2,0
CC(C)C(=O)Nc1cccc(NC(=O)c2cccc(Br)c2)c1,0.2,i,0.9,-2,0,-4,2,0,-0.3,0
Nc1nnc(Cc2ccc(Cl)cc2)s1,-0.3,i,-2.0,-5,-4,-2,4,-7,-0.7,3
Cc1cc(OCCCN2CCCC2)ccc1Cl,1.6,i,2.7,-2,3,-4,2,-3,-0.9,3
Cc1ccc(OCCOC(=O)c2sc(=S)n(C)c2C)cc1,-1.1,i,1.4,-6,-8,-5,0,-4,-0.1,-3
CC1=C(C(=O)OCc2ccccc2)C(c2cccc3ccccc23)NC(=O)N1CCCC(=O)O (centres undefined),-0.6,i,-0.3,1,3,1,-4,2,-0.3,2
Cc1snc(S(=O)(=O)/C(C#N)=N/Nc2cccc(C(F)(F)F)c2)c1C#N,·,i,-1.0,-4,5,4,-1,6,-1.5,3
COc1cc(NC(=O)Cc2ccccc2)ccc1NC(=O)c1ccco1,0.3,i,0.0,-3,-1,-1,1,-5,-0.1,5
Cc1noc(C)c1NC(=O)Nc1ccc2c(c1)C(=O)N([C@H](C)CO)C[C@H](C)[C@@H](CN(C)S(=O)(=O)c1cccs1)O2,-0.3,i,-0.6,1,-4,3,-2,3,-0.6,-1
CCOc1ccccc1NC(=O)COC(=O)c1cc(C(=O)OC)cc([N+](=O)[O-])c1,-1.9,i,1.6,10,-10,12,-1,-2,0.5,1
Nc1cc(N)nc(SCC(=O)Nc2cccc(S(=O)(=O)N3CCCCC3)c2)n1,-0.3,i,2.3,-9,-2,-2,0,3,-0.3,1
Cc1ccc(NC(=O)c2ncn(CCCN(CCCn3cnc(C(=O)Nc4ccc(C)c(C)c4)n3)Cc3ccc4[nH]ccc4c3)n2)cc1C,0.8,i,0.5,-11,-2,21,6,39*,-0.6,4
Cc1nn(Cc2ccc(F)cc2)c(Cl)c1/C=N/NC(=O)c1cccnc1,-0.5,i,0.1,3,1,-2,0,1,-0.5,0
Cc1ncccc1C(=O)N1CCCC(CNC(=O)C2(c3ccc(Cl)cc3)CC2)C1 (centres undefined),-1.5,i,-2.3,-3,-4,-6,5,-3,-0.1,0
CCOP(=O)(OCC)C(Nc1ccccc1)c1ccco1 (centres undefined),0.0,i,-2.2,0,2,2,8,-1,-0.8,-5
CCCNc1nc(Cl)nc(NC(C)(C)C)n1,0.7,i,2.7,2,0,-6,1,-1,0.1,2
Cc1cccc(NC(=O)Cn2c(=O)n(Cc3ccco3)c(=N)c3c4c(sc32)COC(C)(C)C4)c1,0.2,i,-1.0,-8,-1,-5,3,8,-1.4,-1
CC(=O)NCC(=O)OCN1C(=O)c2ccccc2C1=O,0.4,i,-1.5,-2,-1,-9,7,6,-0.5,0
COc1cc(/C=C2/NC(=O)NC2=O)cc(Br)c1OCc1ccccc1,0.5,i,0.7,47,-4,3,-5,10,-0.8,-1
Cc1cc(C)nc(N(C#N)Cc2cccc(Cl)c2)n1,-1.0,i,0.1,8,1,-1,7,-6,-0.8,0
COc1ccccc1NC(=O)c1sc2ncn(Cc3cccc4ccccc34)c(=O)c2c1C,-0.6,i,2.2,-2,-23,-2,6,8,-0.7,2
Cc1snc(SCC(=O)c2ccc([N+](=O)[O-])cc2)c1C#N,-0.3,i,43,1,-13,7,0,25,-0.7,13
COC(=O)C1=C(N)Oc2cc(C)n(Cc3cccnc3)c(=O)c2C1c1cc(OC)ccc1OC (centres undefined),-0.8,i,-1.6,0,0,30,-2,3,40*,0

Already shown: three of the compounds above.
molecule,MsrA inh,Rpn11 inh,LMPTP inh,DNMT1 inh,SUMO1-SIM PPI,Scp-1 inhibitor,CSN inh,NadD inh,Tb MetRS inh,STEP block
COc1ccccc1NC(=O)c1sc2ncn(Cc3cccc4ccccc34)c(=O)c2c1C,-0.6,i,2.2,-2,-23,-2,6,8,-0.7,2
Cc1snc(SCC(=O)c2ccc([N+](=O)[O-])cc2)c1C#N,-0.3,i,43,1,-13,7,0,25,-0.7,13
COC(=O)C1=C(N)Oc2cc(C)n(Cc3cccnc3)c(=O)c2C1c1cc(OC)ccc1OC (centres undefined),-0.8,i,-1.6,0,0,30,-2,3,40*,0

Of the compounds above, these contain an aryl thioether with sulfur outside any ring:
molecule,MsrA inh,Rpn11 inh,LMPTP inh,DNMT1 inh,SUMO1-SIM PPI,Scp-1 inhibitor,CSN inh,NadD inh,Tb MetRS inh,STEP block
Nc1cc(N)nc(SCC(=O)Nc2cccc(S(=O)(=O)N3CCCCC3)c2)n1,-0.3,i,2.3,-9,-2,-2,0,3,-0.3,1
Cc1snc(SCC(=O)c2ccc([N+](=O)[O-])cc2)c1C#N,-0.3,i,43,1,-13,7,0,25,-0.7,13

The listing picks up; the 2 compounds before the break are reprinted first.
molecule,MsrA inh,Rpn11 inh,LMPTP inh,DNMT1 inh,SUMO1-SIM PPI,Scp-1 inhibitor,CSN inh,NadD inh,Tb MetRS inh,STEP block
Cc1snc(SCC(=O)c2ccc([N+](=O)[O-])cc2)c1C#N,-0.3,i,43,1,-13,7,0,25,-0.7,13
COC(=O)C1=C(N)Oc2cc(C)n(Cc3cccnc3)c(=O)c2C1c1cc(OC)ccc1OC (centres undefined),-0.8,i,-1.6,0,0,30,-2,3,40*,0
O=C(N/N=C/c1cc([N+](=O)[O-])ccc1Cl)c1cnccn1,0.9,i,0.9,-5,-19,-1,0,-3,-0.8,-3
COc1ccc(S(=O)(=O)N(C)CC(=O)NCc2ccc3c(c2)OCO3)cc1,0.6,i,0.2,2,4,-4,-2,-1,-0.2,0
CCN(CC(=O)Nc1ccc(C(=O)OC)cc1)C1CCCCC1,-0.7,i,-0.3,2,0,-9,6,-2,-0.3,-3
Cc1nn(CC(=O)Nc2ccc3c(c2)nc(CN2CCCCC2)n3C)c(=O)c2ccccc12,0.6,i,0.8,-10,0,-10,-4,0,-0.5,-2
CCOc1ccc(CCNC(=O)CS(=O)Cc2nc(-c3ccc(C)cc3)oc2C)cc1OCC (centres undefined),1.1,i,1.2,3,-1,-11,2,3,0.5,-5
CCN(CC)C(=O)CSc1nnc(CSc2ncccn2)n1C,1.0,i,-1.2,1,-3,-4,1,-7,-0.7,-3
N/C(=N\OC(=O)/C=C/c1ccccc1)c1ccccn1,-0.2,i,-1.2,-3,-7,-4,-3,5,-0.2,1
CC1CCCN(S(=O)(=O)c2ccc(NC(=O)Cn3nnc(-c4ccccc4F)n3)cc2)C1 (centres undefined),0.8,i,2.1,-11,10,-17,-3,6,0.3,2
COC(=O)CCC/C=C1\SC[C@@H](NC(=O)c2ccccc2)C1NC(C)=O (some centres undefined),0.3,i,-1.1,3,-3,2,9,-2,-1.0,0
CC1OC(C(C)(C)C)Cc2[nH][nH]c(=O)c21 (centres undefined),-1.6,·,-1.5,·,6,·,2,3,-0.8,·
COc1ccc(-n2c(SCC(=O)N(C)c3ccccc3)nc3c([nH]c4ccccc43)c2=O)cc1OC,-0.4,i,-1.3,30,-6,-10,6,4,0.3,-2
CCOc1ccc(CN(C)CC(=O)NCc2ccccc2)cc1,3.1,i,-0.6,1,9,-9,-2,-11,-0.2,-4
COc1cc(CN2CCCCCC2)cc(OC)c1O,-0.1,i,-1.0,2,4,-1,3,0,-0.6,-2
C/C(=N\NC(=O)c1c[nH]c2ccccc12)c1ccc(C)s1,3.4,i,0.0,1,-1,7,0,-2,0.5,0
COc1ccc(N2CCN(S(C)(=O)=O)CC2)cc1,-1.3,i,-1.5,5,4,-7,-1,-6,-0.7,3
Cc1nc(NC(=O)c2cccc(-c3cc4ccccc4oc3=O)c2)ccc1Br,-0.4,i,13,30,-1,6,1,10,0.2,3
O=C(c1cc(Br)ccc1Cl)N1CCN(c2ccccn2)CC1,0.1,i,-1.6,3,5,4,4,5,-0.2,2
